# PTHR1 ag: qHTS for PTHR1 Agonists: Primary Screen. Potency, µM (top dose mostly 115 µM), without a hit: top-dose activation, hits mostly activators. 410,000 tested, 0.075% active. HEK293 GP2 PTHR1 cells, GloSensor cAMP luminescence, 1 h. Parathyroid hormone/parathyroid hormone-related peptide receptor (Homo sapiens), Q03431; further: potency means the concentration at half of the fitted maximal effect; nearly all actives have a fitted effect of over 55% in size; some results filed as inactive show a strong effect at the top dose; inactives centre near -15; many of its hits are not listed in these tables
# Target sequence (Q03431 whole entry, looked up): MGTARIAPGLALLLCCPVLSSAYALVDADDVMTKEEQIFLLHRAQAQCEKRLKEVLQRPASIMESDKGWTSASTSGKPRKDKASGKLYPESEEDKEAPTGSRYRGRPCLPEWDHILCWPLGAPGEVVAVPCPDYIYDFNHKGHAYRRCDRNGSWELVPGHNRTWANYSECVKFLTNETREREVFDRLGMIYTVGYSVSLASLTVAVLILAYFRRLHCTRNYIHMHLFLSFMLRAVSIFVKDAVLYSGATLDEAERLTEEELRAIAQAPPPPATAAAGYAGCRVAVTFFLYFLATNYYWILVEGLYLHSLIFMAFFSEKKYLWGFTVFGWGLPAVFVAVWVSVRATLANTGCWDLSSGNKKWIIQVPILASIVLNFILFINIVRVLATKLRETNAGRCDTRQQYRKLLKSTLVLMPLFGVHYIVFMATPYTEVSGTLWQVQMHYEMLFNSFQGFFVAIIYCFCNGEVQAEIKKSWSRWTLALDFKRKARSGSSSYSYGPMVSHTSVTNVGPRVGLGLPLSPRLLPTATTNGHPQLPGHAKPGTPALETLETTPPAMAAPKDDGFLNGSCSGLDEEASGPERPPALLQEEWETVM
#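 HEK-293-derived GP2 cells expressing PTHR1 and a GloSensor cAMP reporter, 3,000/well, plated overnight, given luciferin plus IBMX (each 0.5 mM as added) for 1 h at 37 °C, then compound for 1 h at 37 °C. Luminescence was read after 15 min at room temperature.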
# EPAC1 antagonist: qHTS for Antagonist of cAMP-regulated guanine nucleotide exchange factor 3 (EPAC1): primary screen; Rap guanine nucleotide exchange factor 3 (Homo sapiens), O95398; EPAC1 GEF assay, Rap1b-BODIPY-GDP exchange fluorescence; Potency, µM (series often up to 115 µM), inactives show at the top dose activity change, negative = inhibition, actives largely listed as inhibitors; 360,000 tested, 0.14% active; AID 720709, 2013;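 further: potency means the concentration at half of the fitted maximal effect; plate controls were vehicle for no effect and positive control for full effect; nearly all actives have a fitted effect of over 50% in size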
# GLP1R inv ag: qHTS of GLP-1 Receptor Inverse Agonists (Inhibition Mode); HEK293 GLP-1R CRE-luciferase, luminescence, 24 h; GLP-1R form is constitutively active; Potency, µM (titrated, usually from 38.3 µM), without a hit: top-dose activity change, negative = inhibition, usual class: inhibitors; 410,000 tested, 1.6% active; AID 624417, 2012; further: potency means the concentration at half of the fitted maximal effect; on the % scale 0 is the no-effect control and ±100 the full control effect; nearly all actives have a fitted effect of over 55% in size
# Target sequence (P43220 whole entry, looked up): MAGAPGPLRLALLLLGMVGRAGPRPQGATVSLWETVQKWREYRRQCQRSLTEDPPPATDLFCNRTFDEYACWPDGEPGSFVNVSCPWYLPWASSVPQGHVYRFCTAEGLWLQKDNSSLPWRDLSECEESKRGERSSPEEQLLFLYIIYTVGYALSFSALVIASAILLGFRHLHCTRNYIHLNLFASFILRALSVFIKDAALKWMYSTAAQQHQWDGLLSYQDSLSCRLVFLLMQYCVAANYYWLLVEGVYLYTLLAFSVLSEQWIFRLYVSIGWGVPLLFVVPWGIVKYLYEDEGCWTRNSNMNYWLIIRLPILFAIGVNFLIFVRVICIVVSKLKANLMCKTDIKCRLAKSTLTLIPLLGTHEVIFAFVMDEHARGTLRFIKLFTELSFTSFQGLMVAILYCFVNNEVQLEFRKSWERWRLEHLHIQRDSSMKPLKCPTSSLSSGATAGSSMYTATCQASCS
#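 Stable HEK293 clone (constitutively active GLP-1R + cAMP-response luciferase); 200 cells/uL plated, 12 h pre-culture, compound 24 hr, 37 deg C/5% CO2; detection reagent 12 min RT; luminescence.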
# IL-2 act: qHTS of IL-2 Activators | 360,000 tested, 0.065% active | activation, % (series mostly up to about 46 µM) | AID 652025, 2013 | IL-2 activation reporter assay, cell-based qHTS; stimulated with anti-CD3/CD4/CD28 beads; in transgenic mouse T cells; in the data active means activation above about 50%; inconclusive means mostly about 30% to 49%; further: 0% is about no effect
#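 Quantitative HTS in unstimulated transgenic mouse T cells, with memory T cells as non-tolerant control and PMA/ionomycin as tolerance-bypass control. Compound pretreatment lasted 60 minutes before 18 h bead stimulation; EGFP/DsRed fluorescence read.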
# PLK1 PBD block: qHTS for Inhibitors of PLK1-PDB (polo-like kinase 1 - polo-box domain): Primary Screen; Plk1 PBD binding of FITC phosphopeptide, fluorescence polarization; Potency, µM, without a hit: max response, negative = inhibition, actives largely listed as inhibitors; 360,000 tested, 2.8% active; further: potency means the concentration at half of the fitted maximal effect; series mostly up to about 57 µM; on the % scale 0 is the no-effect control and ±100 the full control effect; nearly all actives have a fitted effect of over 65% in size
# GLP1R ag: qHTS of GLP-1 Receptor Agonists; HEK293 GLP-1R CRE-luciferase, luminescence, 4-6 h; cells express a hypersensitive GLP-1R form; Potency, µM (titrated, usually from 45.6 µM), inactives show at the top dose activation, most hits filed as activators; Glucagon-like peptide 1 receptor (Homo sapiens), P43220; 380,000 tested, 0.007% active; AID 624172, 2012; further: potency means the concentration at half of the fitted maximal effect; % of control where 0% means no effect
# PI5P4Ka inh: qHTS for Inhibitors of phosphatidylinositol 5-phosphate 4-kinase (PI5P4K). Phosphatidylinositol 5-phosphate 4-kinase type-2 alpha (Homo sapiens), P48426. PI5P4Kalpha enzyme, ADP-Glo luminescence, 60 min; stronger effect = lower value. max response, %. 330,000 tested, 1.2% active. AID 652105, 2013; active means max response of -50% or lower; inconclusive means between -30% and -50%; inactive means -30% or higher; further: value at the top dose of about 77 µM; on the % scale 0 is the no-effect control and ±100 the full control effect
#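 Luminescence from ADP-Glo served as readout of PI5P4Kalpha activity in a qHTS format. Reaction: enzyme, substrate, compound, ATP at 5 microM final, 60 min at RT.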
# GLP1R cytotox: qHTS of GLP-1 Receptor Inverse Agonists: Cytotox Screen. 410,000 tested, 0.13% active. Potency, µM (top dose mostly 38.3 µM), for inactives: at the top dose activity change, negative = inhibition, hits mostly inhibitors. HEK293 cAMP-luciferase reporter cells, luminescence, 24 h;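 further: loss of luciferase light is scored as toxicity; potency means the concentration at half of the fitted maximal effect; on the % scale 0 is the no-effect control and ±100 the full control effect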
#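 A 23 nL compound transfer followed 12 hours of cell culture at 37 deg C; exposure then lasted 24 hr. Luciferase assay detection reagent was dispensed and plates read for luminescence after a 12 min room-temperature wait.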
# EPAC1 ag: qHTS for Agonist of cAMP-regulated guanine nucleotide exchange factor 3 (EPAC1): primary screen; EPAC1 agonist qHTS, biochemical assay; response scale: 100% = response to 6.5 mM cAMP; Potency, µM (top dose mostly 154 µM), for inactives: at the top dose activation, actives largely listed as activators; Rap guanine nucleotide exchange factor 3 (Homo sapiens), O95398; 360,000 tested, 0.073% active; AID 720707, 2013; further: potency means the concentration at half of the fitted maximal effect; nearly all actives have a fitted effect of over 60% in size
#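 EPAC1 100 nM, Rap1B–BODIPY-GDP 250 nM, unlabeled GDP 50 uM; compound titration; 5 min RT; kinetic read ex480/em540 at 5-min intervals ×30 min; data normalized to 6.5 mM cAMP agonist control.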
# Active calls of the source: *; i = inactive; ? = inconclusive; nt = no result given; [ ] = remark or other dose. Unless noted, the call rests on the fitted dose curve; in most records, active means well fitted curve in the direction sought with a large enough effect; inconclusive means small, poorly fitted or top-dose-only effect, or another doubt; inactive means no such curve, though single readings can be large; an effect the other way counts as inactive or inconclusive. This is a subset, so the mix of outcomes need not match the whole.
SMILES,PTHR1 ag,EPAC1 antagonist,GLP1R inv ag,IL-2 act,PLK1 PBD block,GLP1R ag,PI5P4Ka inh,GLP1R cytotox,EPAC1 ag
CCOC(=O)c1ccc(N2C(=O)c3[nH]nc(-c4ccc(OC)cc4)c3C2c2ccccc2Cl)cc1 (configuration not stated),i,nt,4%,nt,nt,-1%,nt,6%,nt
CC(=O)N[C@@H]1C=C[C@@H](CC(=O)NCc2ccc(Cl)cc2)O[C@@H]1CO,-20%,13%,23%,0.8,-6%,nt,2,3%,-9%
CNC(=O)c1c(NC(=O)c2cc(=O)c3ccccc3o2)sc2c1CCC2,-14%,nt,2%,nt,nt,-8%,nt,1%,nt
CCCNC(=O)c1cc(C2CCCCN2C(=O)OC)on1 (configuration not stated),i,-10%,34%[activator],1.5,-7%,-4%,-2,1%,-12%
C#CCNC(=O)c1cccn1-c1ncc(C(F)(F)F)cc1Cl,?,9%,-8%,-1.3,0%,-1%,-4,-17%,-3%
CCN(Cc1ccncc1)C(=O)CCc1nnc(CCc2ccccc2OC)o1,-3%,10%,12%,0.1,?,3%,-1,1%,-11%
CCC1=NN(C(=O)Cc2ccc(OC)cc2)C(O)(C(F)(F)F)C1 (configuration not stated),-26%,16%,0%,-2.2,-1%,1%,nt,22%,0%
O=C(CSc1nccc(-c2cccs2)n1)Nc1ccccc1,-24%,6%,4%,3.4,0%,-3%,-2,0%,-11%
O=C(NNC(=O)c1cccnc1SCc1cccc([N+](=O)[O-])c1)c1ccccn1,i,16%,?,-0.1,-12%,-3%,0,-1%[1.53 µM],2%
C=CCN1C(=O)CS/C1=N/c1nccs1,i,8%,1%,-1.9,-9%,-4%,nt,-29%,5%
CC(=O)c1ccc(NC(=O)c2cc(CC(C)C)nc3ccccc23)cc1,-6%,2%,?,-0.3,-12%,-1%,3,-6%,-10%
O=C(N/N=C/c1cccc(Br)c1)c1ccc(Br)cc1,-2%,-20%,?,-2.2,-8%,24%,-7,-19%,-5%
CCn1cc(/C=C(\NC(=O)c2cc(OC)c(OC)c(OC)c2)C(=O)NCCCn2ccnc2)c2ccccc21,-7%,nt,-2%,nt,nt,7%,nt,-19%,nt
CCCn1c(N)c(C(=O)CSc2nnc(Cc3cccs3)n2C2CC2)c(=O)[nH]c1=O,i,10%,7%,-0.6,3%,-6%,-20,3%,9%
CCc1cc(-c2n[nH]c(=S)n2C(C)c2ccccc2)cs1 (configuration not stated),i,-2%,-3%,3.3,-12%,9%,nt,4%,7%
CCOc1ccc(N=C2NC(=O)S/C2=C\c2ccc(O)cc2)cc1,i,12%,?,1.2,3%,0%,7,-17%,-8%
Cc1ccc(C(=O)NNC(=O)c2ccc3ccccc3c2)cc1,-86%[inhibitor],-6%,4%,-0.1,1%,0%,5,-4%,2%
CC(C)C1S/C(=N/N=C/c2ccco2)NC1=O (configuration not stated),-2%[57.5 µM],6%,1%,-1.6,-2%,4%,nt,0%,-6%
COc1ccc(-n2cc(-c3ccc(OC(F)F)cc3)[n+]3c2CCCCC3)cc1,-51%[inhibitor],11%,-24%,-0.6,-5%,-4%,-2,-6%,6%
O=C(Cc1ccccc1)NCCS(=O)(=O)N1CCN(c2ccccc2)CC1,-21%,-16%,-18%,0.0,1%,-24%,4,-8%,0%
CC1CN(CCCCOc2ccc3ccccc3c2)CC(C)O1 (configuration not stated),-6%,-12%,-28%,-2.0,-9%,1%,1,14%,-10%
COc1ccc2[nH]c(=O)c(CN(C)C(=O)c3cccs3)cc2c1,-2%,-27%,46%[activator],-4.5,?,13%,-18,-3%,-2%
O=[N+]([O-])c1ccccc1S(=O)(=O)NC1CCCCCCC1,-19%,-24%,?,-2.9,-8%,4%,-3,8%,3%
CCN(CC)C(=O)Oc1cc(=O)n2c3c(cccc13)CCC2,i,2%,41%[activator],-4.0,-14%,1%,6,11%,4%
O=C(Nc1nc(-c2ccccn2)cs1)C1COc2ccccc2O1 (configuration not stated),i,-9%,?,-1.5,-7%,6%,0,10%,3%

# Copied from the list.
# Result of CCC1=NN(C(=O)Cc2ccc(OC)cc2)C(O)(C(F)(F)F)C1 (configuration not stated) under PTHR1 ag: -26%
# Result of CC(C)C1S/C(=N/N=C/c2ccco2)NC1=O (configuration not stated) under EPAC1 ag: -6%

# The list goes on.
SMILES,PTHR1 ag,EPAC1 antagonist,GLP1R inv ag,IL-2 act,PLK1 PBD block,GLP1R ag,PI5P4Ka inh,GLP1R cytotox,EPAC1 ag
COc1ccc(N2CCN(C3CCCN(Cc4ccc(F)cc4)C3)CC2)cc1 (configuration not stated),-23%,-7%,-27%,-2.7,-7%,23%,-2,-3%,0%
O=C(CCNC(=O)c1ccco1)Nc1nc(-c2ccccc2)cs1,i,-12%,?,-0.3,0%,8%,-9,-4%,5%
O=C(Nc1ccc(S(=O)(=O)Nc2nccs2)cc1)c1ccc(S(=O)(=O)N2CCOCC2)cc1,-13%,3%,-5%,0.4,-3%,-3%,10,-4%,5%
O=C(O)CCCC(=O)Nc1ccc(S(=O)(=O)Nc2nccs2)cc1,-8%,4%,20%,-4.9,5%,-1%,7,13%,2%
CN(C)Cc1c[nH]c2nccnc12,i,4%,-6%,-4.0,-2%,-1%,2,5%,15%
Cc1c(C(=O)OCc2ccccc2)[nH]c2c1C(=O)CC(c1ccco1)C2 (configuration not stated),i,?,-60%,-4.1,?,12%,-51*,-28%,-2%
COc1ccc(-c2noc(COc3ccc4c(c3)OCO4)n2)cc1OC,16%[57.5 µM],12%,3%,1.0,-7%,21%,2,-1%,4%
CCCOc1ccc(Cc2nn3c(=O)/c(=C/c4ccco4)sc3nc2=O)cc1,-23%,-4%,0%,0.6,-11%,2%,?,10%,7%
CCc1nc2ccc(C(=O)N(C)Cc3ccccc3)cn2c1N(CC)Cc1cccc(Br)c1,i,-14%,?,-0.7,0%,-2%,11,-4%,3%
CCN1CCN(C(c2cccs2)C(C)NC(=O)c2ccco2)CC1 (configuration not stated),-32%[inhibitor][57.5 µM],-2%,-23%,-1.0,-7%,6%,nt,-1%,4%
C=CCn1c(C(C)NC(=O)c2ccccc2C)n[nH]c1=S (configuration not stated),-19%,-2%,1%,-5.5,-2%,5%,-4,-4%,-6%
CN(C)S(=O)(=O)N1CCN(c2ccc([N+](=O)[O-])cc2)CC1,-14%,-11%,6%,0.0,-9%,6%,5,-20%,-2%
COC(=O)c1cc(C)nc(Sc2ccccc2N)n1,i,18%,?,-2.3,1.7µM*,-1%,?,-2%,-8%
O=C(CCN1C(=O)COc2ccccc21)N1CCN(c2ccccn2)CC1,-14%[57.5 µM],5%,3%,-2.7,-1%,-6%,nt,8%,0%
Cc1csc(CNc2ncnc3ccc(-c4ccc5c(c4)OCO5)cc23)c1,-41%,-5%,nt,-0.5,nt,-2%,nt,nt,-7%
COc1ccc(Nc2nc(C(=O)N(CCO)Cc3ccccc3)cs2)cc1,-38%[inhibitor],-21%,13%,-0.8,-5%,0%,6,5%,-11%
CCCCN(C1CCS(=O)(=O)C1)S(=O)(=O)c1ccc(OC)cc1 (configuration not stated),-67%,7%,6%,2.4,2%,6%,-5,-6%,-6%
CCOCC(=O)N(CC)Cc1ccccc1,-5%,6%,1%,-3.0,-3%,-5%,1,0%,4%
COc1ccccc1-c1csc2ncnc(Sc3nnnn3C)c12,-28%,-11%,nt,-0.7,nt,9%,nt,nt,3%
O=C(CCN1C(=O)/C(=C/c2ccccc2)SC1=S)N1CCCCCC1,-35%[inhibitor],-11%,-24%,-5.9,-4%,6%,-5,-2%,13%
O=C(NCc1ccccn1)c1cc2ccccn2n1,i,-24%,7%,1.0,-12%,-1%,-3,-1%,2%
Cn1cccc1P(=O)(c1cccn1C)c1cccn1C,-4%[57.5 µM],-4%,4%,1.5,-8%,-3%,nt,24%,6%
Brc1ccccc1OCCN1CCCC1,-4%,-14%,3%,0.5,0%,0%,10,8%,6%
O=C1CSC(=S)N1N=Cc1ccc2c(c1)OCO2,i,-7%,-12%,-4.1,0%,-14%,-51*,-14%,0%
COc1cc(/C=C/C(=O)NCCN2CCOCC2)cc(OC)c1OC,i,-1%,4%,0.0,0%,2%,0,2%,4%

# Record cards, as listed above:
# `CN(C)S(=O)(=O)N1CCN(c2ccc([N+](=O)[O-])cc2)CC1` as listed: PTHR1 ag = -14%; EPAC1 antagonist = -11%; GLP1R inv ag = 6%; IL-2 act = 0.0; PLK1 PBD block = -9%; GLP1R ag = 6%; PI5P4Ka inh = 5; GLP1R cytotox = -20%; EPAC1 ag = -2%
# `CCc1nc2ccc(C(=O)N(C)Cc3ccccc3)cn2c1N(CC)Cc1cccc(Br)c1` as listed: PTHR1 ag = i; EPAC1 antagonist = -14%; GLP1R inv ag = ?; IL-2 act = -0.7; PLK1 PBD block = 0%; GLP1R ag = -2%; PI5P4Ka inh = 11; GLP1R cytotox = -4%; EPAC1 ag = 3%
# `O=C(CCN1C(=O)/C(=C/c2ccccc2)SC1=S)N1CCCCCC1` as listed: PTHR1 ag = -35%[inhibitor]; EPAC1 antagonist = -11%; GLP1R inv ag = -24%; IL-2 act = -5.9; PLK1 PBD block = -4%; GLP1R ag = 6%; PI5P4Ka inh = -5; GLP1R cytotox = -2%; EPAC1 ag = 13%

# Screens as filed in PubChem BioAssay.
